Hsp70 inhibitors: small molecules displacing fluorescent ligand from Hsp70 – biochemical, fluorescence polarization, primary screen (AID 583) | displacement, % at 20 µM, or IC50 in µM where a hit was titrated | Hsp70 fluorescence polarization probe displacement, mP; higher % means a stronger effect | 140,000 compounds, 0.06% hits; in the data active = displacement above about 50%;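 note: plate controls were vehicle for no effect and reference ligand for full effect; a part of the inactive calls stands beside numbers as strong as those of hits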
Rat MKP-3 inhibitors: MKP-3 phosphatase inhibitors, primary screen, biochemical, rat enzyme, in vitro (AID 425); recombinant MKP-3 phosphatase activity, fluorescence; higher % means a stronger effect; one-dose inhibition, % at 20 µM; IC50 in µM for titrated hits; 110,000 compounds, 0.17% hits; in the data active = inhibition above about 50%;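 note: plate controls were vehicle for no effect and reference inhibitor for full effect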
* hit, by the source's call; . = not tested or not shown; & = joins results of further samples. A portion of the library, so the mix of outcomes need not match the whole.

SMILES | Hsp70 inhibitors | Rat MKP-3 inhibitors
CNC(=O)Oc1ccc2c(c1)C(=O)c1ccccc1CO2 | -1.0% | .
O=C(NCc1cccnc1)NC1CCCCC1 | -2.2% | -3.0%
CC12CN3CN(C1)CC(c1ccccc1)(C3)C2=O | -4.8% | .
COc1ccc(C2c3c(c4ccccc4oc3=O)Oc3c2c(=O)oc2ccccc32)cc1Cn1nc(C)c([N+](=O)[O-])c1C | 2.2% | 6.0%
CCOC(=O)C1=C(C)OC(N)=C(C(=O)OCC)C12C(=O)Nc1ccc(Br)cc12 (stereo not drawn) | -2.5% | 7.4%
O=c1[nH]c(=O)n(CCC2=CCCCC2)c(O)c1C=NCCN1CCNCC1 | -19.8% | 2.0%
O=c1c2ccccc2nc(/C=C/c2ccc(Cl)cc2)n1-c1cccc(O)c1 | -2.2% | 7.7%
CC(C)(C)c1ccc(O)c(CN2CCN(c3ccccc3)CC2)c1 | -3.3% | 6.7%
CCCCOc1ccc(CN2CCN(CCO)CC2)cc1 | 0.3% | -10.2%
CCCCn1c(O)c(C(C)=NC(Cc2c[nH]c3ccccc23)C(=O)OC)c(=O)[nH]c1=O (stereo not drawn) | 3.8% | -8.9%
CCCC(C)C1(CC)C(=O)NC(=Nc2ccccc2OC)NC1=O (stereo not drawn) | 6.2% | 4.9%
O=C(C1CCC(=O)N1Cc1ccc(F)cc1)N1CCC2(CC1)OCCO2 (stereo not drawn) | -2.0% | -1.0%
CC(=NCC1CCCO1)c1c(O)n(C)c(=O)n(C)c1=O (stereo not drawn) | 6.1% | -6.1%
COC(=O)CSC1=NP(=S)(SCC(=O)OC)N2CCCC2=C1C#N (stereo not drawn) | 3.9% | -5.9%
O=[N+]([O-])c1ccc(N2CCN(Cc3ccccc3)CC2)c(Cl)c1 | -0.7% | -2.4%
CCOc1ccc(-n2c(O)c(C=NCCN(CC)CC)c(=O)[nH]c2=O)cc1 | 0.5% | -10.2%
CC(C)c1ccc(OCC(=O)N2CCN(C)CC2)c(Br)c1 | -2.1% | 3.2%
CC(=O)OC1C2CCCC1C(N1CCCC1)CC2 (stereo not drawn) | 5.0%&-2.3% | -9.2%
CC1CN(O)C2CCc3nonc3C12O (stereo not drawn) | 2.5% | -2.4%
Cc1cc(-c2ccc(C=C3C(=O)NC(=S)NC3=O)o2)c(C)c([N+](=O)[O-])c1 | -5.6% | 5.2%
COc1cc(/C=C/c2nc3ccccc3c(=O)n2-c2ccccc2)ccc1O | 2.1% | -1.6%
CCOC(=O)[C@@]1(C#N)C(c2ccc(Cl)c(Cl)c2)[C@H](C(N)=O)N2C=C(C(C)=O)C=C[C@H]21 (stereo partly drawn) | 12.4% | .
COc1ccc(OC)c(CN2CCN(C(=O)COc3ccccc3)CC2)c1 | -2.7% | 2.0%
Cc1ccccc1C=C1C(=O)NC(=S)NC1=O | 1.3% | 3.6%
Cn1c(=O)cc(OCCCC(=O)N2CCC3(CC2)OCCO3)c2ccccc21 | -1.4% | .

Next section
SMILES | Hsp70 inhibitors | Rat MKP-3 inhibitors
O=C(COc1ccccc1)N1CCN(Cc2c[nH]c3ccccc23)CC1 | -0.4% | -3.8%
Cn1c[n+](C)cc1C(O)c1ccccc1 (stereo not drawn) | -5.7%&-3.6% | 0.6%
O=C(NC(Cc1ccccc1)C(=O)N1CCC2(CC1)OCCO2)C1CCCCC1 (stereo not drawn) | 0.8% | 6.5%
COC(=O)CC1=C(C(=O)OC)C2(C(=O)N(C)c3ccccc32)C(C#N)=C(N)O1 (stereo not drawn) | 2.0% | -4.5%
O=C(CN1CCOCC1)Nc1ccc(Cl)cc1C(=O)c1ccccc1 | 0.5% | 1.6%
CCCCn1c(O)c(C(CC)=NCc2ccco2)c(=O)[nH]c1=O | 1.5% | .
CC12CCC(O)CC1CCC1C2CCC2(C)C1CCC2(C)O (stereo not drawn) | -1.4% | -0.8%
O=C1NC(=O)C(CCc2ccncc2)(C2CCCCC2)C(=O)N1 | 1.7% | -9.5%
O=C1CC(N2CC=C(c3ccccc3)CC2)C(=O)N1c1ccc(F)cc1 (stereo not drawn) | -1.2% | -1.3%
COC(=O)C(C)Oc1cc(C)cc2oc(=O)c3c(c12)CCCC3 (stereo not drawn) | -4.2% | 9.2%
COc1cccc(/C=C2/C(=O)NC(=O)N(c3cccc(C)c3)C2=O)c1O | 2.4% | 3.6%
COc1ccccc1/C=N/N=C(/N)N[N+](=O)[O-] | 2.0% | .
O=C1Nc2ccccc2C1=Cc1nc2ccccc2c(=O)n1-c1ccc(O)cc1 | -1.0% | 0.4%
Cc1nn(C)c(C)c1/C=C1/CC2C3CC=C4CC(O)CCC4(C)C3CCC2(C)C1=O (stereo not drawn) | -9.3% | .
CN1CCN(c2ccc(C(N)=O)cc2N)CC1 | 3.3% | -1.7%
COc1ccc(-c2nc3ccccc3c(=O)n2-c2cccc(C)n2)cc1 | 2.5% | 0.2%
CC(C)c1ccc(O)c(CN2CCN(c3ccccc3)CC2)c1 | -2.6% | -5.3%
CC1N(O)C2CCCCCC2N1O (stereo not drawn) | 4.5% | -17.2%
CC12CCCCC1=NC(c1ccccc1Cl)N2O (stereo not drawn) | -1.1% | -1.0%
CC(=NCCC1=CCCCC1)c1c(O)[nH]c(=O)[nH]c1=O | 1.8% | -6.2%
CCC(C)N1C(=O)NC(=O)C2(Cc3cc(C)ccc3N(C)C2)C1=O (stereo not drawn) | 2.0% | 4.9%
CCN(CC)c1ccc(CN2CC=C(c3ccc(F)cc3)CC2)cc1 | 1.5% | .
Cc1ccc2nc(-c3ccncc3)cc(C(=O)N3CCC4(CC3)OCCO4)c2c1 | -1.1% | 0.8%
O=c1c2ccccc2nc(/C=C\c2ccc(O)cc2)n1-c1ccc(O)cc1 | -2.9% | 4.0%
COc1ccc(C=C(C#N)C#N)c(OC)c1 | 3.8% | 3.4%

Shown comma-delimited: 19 of the compounds above.
molecule,Hsp70 inhibitors,Rat MKP-3 inhibitors
Cn1c[n+](C)cc1C(O)c1ccccc1 (stereo not drawn),-5.7%&-3.6%,0.6%
O=C(NC(Cc1ccccc1)C(=O)N1CCC2(CC1)OCCO2)C1CCCCC1 (stereo not drawn),0.8%,6.5%
COC(=O)CC1=C(C(=O)OC)C2(C(=O)N(C)c3ccccc32)C(C#N)=C(N)O1 (stereo not drawn),2.0%,-4.5%
O=C(CN1CCOCC1)Nc1ccc(Cl)cc1C(=O)c1ccccc1,0.5%,1.6%
CCCCn1c(O)c(C(CC)=NCc2ccco2)c(=O)[nH]c1=O,1.5%,.
CC12CCC(O)CC1CCC1C2CCC2(C)C1CCC2(C)O (stereo not drawn),-1.4%,-0.8%
O=C1NC(=O)C(CCc2ccncc2)(C2CCCCC2)C(=O)N1,1.7%,-9.5%
O=C1CC(N2CC=C(c3ccccc3)CC2)C(=O)N1c1ccc(F)cc1 (stereo not drawn),-1.2%,-1.3%
COC(=O)C(C)Oc1cc(C)cc2oc(=O)c3c(c12)CCCC3 (stereo not drawn),-4.2%,9.2%
COc1cccc(/C=C2/C(=O)NC(=O)N(c3cccc(C)c3)C2=O)c1O,2.4%,3.6%
COc1ccccc1/C=N/N=C(/N)N[N+](=O)[O-],2.0%,.
O=C1Nc2ccccc2C1=Cc1nc2ccccc2c(=O)n1-c1ccc(O)cc1,-1.0%,0.4%
Cc1nn(C)c(C)c1/C=C1/CC2C3CC=C4CC(O)CCC4(C)C3CCC2(C)C1=O (stereo not drawn),-9.3%,.
CN1CCN(c2ccc(C(N)=O)cc2N)CC1,3.3%,-1.7%
COc1ccc(-c2nc3ccccc3c(=O)n2-c2cccc(C)n2)cc1,2.5%,0.2%
CC(C)c1ccc(O)c(CN2CCN(c3ccccc3)CC2)c1,-2.6%,-5.3%
CC1N(O)C2CCCCCC2N1O (stereo not drawn),4.5%,-17.2%
CC12CCCCC1=NC(c1ccccc1Cl)N2O (stereo not drawn),-1.1%,-1.0%
CC(=NCCC1=CCCCC1)c1c(O)[nH]c(=O)[nH]c1=O,1.8%,-6.2%

(next part)
SMILES | Hsp70 inhibitors | Rat MKP-3 inhibitors
Cc1ccc(C2CC(=O)C(C=NCCN3CCN(C(=O)Cc4ccccc4)CC3)=C(O)C2)cc1 (stereo not drawn) | 0.4% | -1.6%
O=c1[nH]c(=O)n(-c2ccccc2)c(O)c1N=Nc1ccc(Br)cc1 | -1.6% | 2.7%
CCCCSP1(=S)NCCCO1 (stereo not drawn) | 1.8% | 6.8%
O=C(COc1ccc2ccccc2c1)N1CCN(Cc2cccc(Cl)c2)CC1 | -1.8% | 0.9%
c1ccc2c(NC3=NCCS3)cccc2c1 | -3.8% | -4.2%
CC(c1ccccc1)n1cncc1C(=O)N1CCCC1=O (stereo not drawn) | 6.9% | -1.7%
CC(=O)C1(c2ccccc2)CCNCC1 | 1.4% | -0.3%
CN(C)CC#CCC(O)(c1ccccc1)C1CCCC1 (stereo not drawn) | 6.0% | .
CCCCn1c(=O)c(C(=O)Nc2cc([N+](=O)[O-])ccc2O)c(O)c2ccccc21 | -2.0% | -1.3%
COc1ccc(OC)c(C(O)C(C)N)c1 (stereo not drawn) | -2.6% | 1.8%
CCOC(C(=O)OCCC[N+](C)(CC)CC)(c1ccccc1)c1ccccc1 | -0.7% | .
CN(C)[C@@H]1C(=O)C(C(N)=O)=C(O)[C@@]2(O)C(=O)C3=C(O)c4c(O)cccc4[C@@](C)(O)[C@H]3[C@H](O)[C@@H]12 | . | -6.5%
O=c1[nH]c(=O)n(C2CCCCC2)c(O)c1C1NCCc2ccccc21 (stereo not drawn) | 3.1% | -14.3%
CCN(CC)CCNC(=O)c1c(O)c2ccccc2n(Cc2ccccc2)c1=O | 2.8% | .
CCC(=NCc1ccco1)c1c(O)n(C2CCCCC2)c(=O)[nH]c1=O | -3.3% | -11.2%
Cc1nc2ccccc2c(=O)n1-c1ccccn1 | 1.2% | -14.6%
C=CCn1c(O)c(C=NCCN(C)C)c(=O)[nH]c1=O | -36.4% | 6.3%
COc1ccc(C2SCC(=O)Nc3c2c(C)nn3C2CCOC(C)(C)C2)cc1 (stereo not drawn) | -4.8% | .
Cc1cc(OCC(=O)OCc2ccccc2)c2c3c(c(=O)oc2c1)CCCC3 | 3.0% | -1.3%
CCC(=NCCCN(C)C)c1c(O)n(-c2ccc(OC)cc2)c(=O)[nH]c1=O | 6.3% | -6.1%
O=C1NC(=O)N(c2ccccc2F)C(=O)/C1=C/c1ccc(-c2cc(C(=O)O)ccc2Cl)o1 | 2.6% | 3.1%
CC(C)OC(=O)N1CCN(/C(N)=N/[N+](=O)[O-])CC1 | 5.4% | -1.8%
Cc1cccc(CS(=O)(=O)Cc2ccc(C(=O)N3CCC4(CC3)OCCO4)o2)c1 | -0.5% | 6.4%
O=c1[nH]c(=O)n(Cc2ccc(F)cc2)c(O)c1C=NCCCN1CCOCC1 | -3.6% | -7.2%
NCCc1c[nH]c2ccc(Cl)cc12 | 3.8% | -1.2%

(list continues)
SMILES | Hsp70 inhibitors | Rat MKP-3 inhibitors
O=C1Nc2ccc(Br)cc2C(c2ccccc2Cl)=NC1O (stereo not drawn) | 2.2% | 0.4%
O=c1[nH]c(=S)n(Cc2ccco2)c(O)c1C=NCc1cccs1 | 2.6% | .
Cc1cccc(N2C(=O)NC(=O)/C(=C/c3ccc(-c4ccc([N+](=O)[O-])cc4C)o3)C2=O)c1 | 0.5% | 5.2%
CNC(=O)ON(C(=O)NC)C1N(C)C(=S)SC1(C)C (stereo not drawn) | -0.2% | -3.2%
Cc1ccc(C2N(c3cc(C)on3)C(=O)C3CCCN32)cc1 (stereo not drawn) | 4.4% | 0.3%
CCc1ccc(CN2CCN(Cc3cc(Br)ccc3O)CC2)cc1 | 2.3% | -2.0%
O=C(O)[C@H]1C2CCCCC2=C2CCCCC2[C@@H]1c1ccccc1 (stereo partly drawn) | 3.3% | -1.2%
COc1ccc(CN2CCN(c3ccccc3)CC2)c(C)c1C | . | 0.3%
Cc1[nH]c2ccccc2c1CN1CCOCC1 | -0.7% | -1.1%
COc1cccc(-n2c(C)nc3ccccc3c2=O)c1 | 3.0% | -6.9%
Nc1ccccc1C(=O)c1ccccc1 | -0.9% | -8.7%
CN1CCc2c(c(N3CCCCC3)nc3n[nH]c(N)c23)C1 | -0.3% | 3.7%
CC(C)c1cccc(C(C)C)c1OCCCn1ccnc1 | -2.8% | 3.3%
O=[N+]([O-])c1ccc(N2CCNCC2)cc1NC1CC1 | 3.1% | 4.9%
COC(=NC1CCCC1)C(O)c1c[nH]c2ccccc12 (stereo not drawn) | -0.5% | -4.6%
CCOc1ccc(CNCCc2ccc(OC)c(OC)c2)cc1 | 2.3% | 0.5%
COc1cccc(CNCCc2ccccc2F)c1OC | -2.8% | 0.6%
O[C@@H]1CCCC[C@H]1N1CCC(c2ccccc2)CC1 | -1.5% | 2.8%
c1ccc2cc3cc4ccccc4cc3cc2c1 | -1.8% | .
CCN1CCC2(CCNC2)C1 (stereo not drawn) | -3.0% | -0.5%
O=c1[nH]c(=O)n(Cc2ccccc2)c(O)c1C=C1C=Nc2ccccc21 | 3.1% | -1.4%
O=C1NC(=O)C(=Cc2ccccc2Cl)C(=O)N1 | 2.9% | 2.1%
Nc1ccccc1C(=O)OCCOc1ccccc1 | 0.6% | -0.9%
COc1ccc(CCNCc2ccccn2)cc1OC | 0.5% | -5.9%

Copied from the list.
Cc1[nH]c2ccccc2c1CN1CCOCC1 | Hsp70 inhibitors: -0.7%
O[C@@H]1CCCC[C@H]1N1CCC(c2ccccc2)CC1 | Hsp70 inhibitors: -1.5%

From PubChem
